Anthrax LF prot = inhibitors of Bacillus anthracis lethal factor protease | P15917 | multiplex microsphere protease cleavage assay, LF | inhibition, % at 10 µM | 360,000 tested, 0.12% active | AID 588501; also: plate controls were buffer without enzyme for full effect and enzyme alone for no effect
Target sequence (P15917 whole entry, looked up): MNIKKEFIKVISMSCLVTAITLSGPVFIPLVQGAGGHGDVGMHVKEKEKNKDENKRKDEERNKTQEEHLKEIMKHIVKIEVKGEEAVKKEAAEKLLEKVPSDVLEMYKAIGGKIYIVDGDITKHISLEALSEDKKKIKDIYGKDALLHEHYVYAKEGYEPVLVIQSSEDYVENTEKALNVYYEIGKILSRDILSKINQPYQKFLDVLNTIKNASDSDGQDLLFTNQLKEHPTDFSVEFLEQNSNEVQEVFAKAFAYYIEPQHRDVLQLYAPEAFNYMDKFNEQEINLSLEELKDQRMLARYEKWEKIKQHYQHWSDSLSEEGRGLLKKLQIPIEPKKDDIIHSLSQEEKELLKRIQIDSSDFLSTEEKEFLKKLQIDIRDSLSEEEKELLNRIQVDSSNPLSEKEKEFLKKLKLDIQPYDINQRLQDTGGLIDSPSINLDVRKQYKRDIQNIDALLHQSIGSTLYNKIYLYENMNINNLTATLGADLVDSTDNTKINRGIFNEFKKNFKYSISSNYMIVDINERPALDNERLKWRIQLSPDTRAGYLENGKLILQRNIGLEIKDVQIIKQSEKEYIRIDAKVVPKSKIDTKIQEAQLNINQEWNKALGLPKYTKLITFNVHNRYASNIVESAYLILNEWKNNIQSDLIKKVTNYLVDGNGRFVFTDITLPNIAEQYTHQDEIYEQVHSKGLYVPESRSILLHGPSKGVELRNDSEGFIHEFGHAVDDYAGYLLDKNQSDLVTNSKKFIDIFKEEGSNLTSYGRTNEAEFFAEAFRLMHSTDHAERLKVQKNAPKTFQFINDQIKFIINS
PriA SSB inh = inhibitors of Klebsiella pneumoniae PriA binding to SSB C-terminal tail; inhibition, % at 33 µM; AlphaScreen SSBct-PriA binding, biotinylated peptide; AID 1272365; 430,000 tested, 0.6% active; in the data active = inhibition mostly above about 37%, no sharp cut-off; inactive = mostly below about 20%;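 also: plate controls were negative control peptide for no effect and reference peptide for full effect; strong numbers were not always called active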
BoNT-A LC inh2 = blocks Botulinum neurotoxin A light chain protease | multiplex microsphere protease substrate cleavage, flow cytometry | inhibition, % at 10 µM | 360,000 tested, 0.17% active; also: plate controls were buffer without enzyme for full effect and enzyme alone for no effect
Rv3671c protease = Rv3671c (M. tuberculosis) protease inhibition. 320,000 tested, 0.048% active. AID 2606. inhibition, % at 5.96 µM; in the data active = inhibition above about 38%;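 also: extracellular domain of Rv3671c used as enzyme; 0% = enzyme with DMSO and 100% = no enzyme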
MazF activator = increases E. coli MazEF RNase cleavage of RNA | AID 504720 | FAM/BHQ RNA-DNA oligo cleavage fluorescence, 5 h | 350,000 tested, 0.32% active | activation, % at 20 µM; in the data active = activation above about 50%
Target sequence (P0AE70 whole entry, looked up): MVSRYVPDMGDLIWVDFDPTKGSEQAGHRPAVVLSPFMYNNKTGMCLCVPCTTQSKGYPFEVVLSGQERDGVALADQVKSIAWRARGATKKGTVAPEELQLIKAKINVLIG
CCHF vOTU inh = blocks the CCHF virus ovarian tumor domain protease; CCHFV vOTU protease, Pep-AMC fluorescence; inhibition, % at 11.5 µM; 370,000 tested, 0.55% active; AID 651958; in the data active = inhibition above about 30%; also: 0% = vehicle wells with enzyme and 100% = no enzyme wells
BoNT-F LC inh = blocks Botulinum neurotoxin F light chain protease. Multiplex microsphere protease cleavage assay, flow cytometry. inhibition, % at 10 µM. 360,000 tested, 0.22% active. AID 588497; in the data active = inhibition above about 35%, passing the limit was not always enough; inconclusive = no clear call, values can overlap the other calls; also: plate controls were buffer without enzyme for full effect and enzyme alone for no effect
PrPC TRFRET = reduces human prion protein on the cell surface; cell surface PrPC, TR-FRET read-out; inhibition, % at 13.8 µM; 370,000 tested, 0.43% active; in the data active = inhibition above about 24%; also: 0% = median of the test wells and 100% = reference compound wells
SARS 3CLpro inh = SARS-CoV 3CLpro protease inhibition. inhibition, % at 6 µM. P0C6X7. AID 1706. 290,000 tested, 0.14% active. recombinant SARS-CoV 3CLpro, quenched FRET peptide cleavage; in the data active = inhibition above about 12%
DUSP3 inh = inhibitors of human VHR1 phosphatase (DUSP3); P51452; recombinant VHR phosphatase, pNPP absorbance; AID 1654; 290,000 tested, 0.52% active; inhibition, % at 13.3 µM; in the data active = inhibition above about 50%; also: some compounds called inactive have numbers as strong as hits
An asterisk follows results filed as active; i = inactive; ? = inconclusive; . = not tested or not shown; & = joins results of further samples. Rule as the data show it, unless noted: active = inhibition above about 30%; inconclusive = no clear call, values can overlap the other calls; inactive = below that. Only part of the results is shown; count on the stated rates, not on these rows.

no.	SMILES	DUSP3 inh	BoNT-A LC inh2	Rv3671c protease	Anthrax LF prot	CCHF vOTU inh	SARS 3CLpro inh	MazF activator	PriA SSB inh	PrPC TRFRET	BoNT-F LC inh
1	COc1ccc(C(=O)CC(=O)C(=O)Nc2cc(OC)c(OC)c(OC)c2)cc1	26	1.2	1	10	-8	3	12	4	-2	-6
2	CC1(C)Cc2c(sc3[nH]c(=S)[nH]c(=O)c23)CO1	22	-2.6	0	4	13	1	-1	-18	-6	2
3	COc1cccc(/C=C2\SC(=S)N(CCC(=O)N3CCCCC3)C2=O)c1	14	1.4	2	-1	-2	-6	-16	5	1	9
4	N/C(CS(=O)(=O)c1ccccc1)=N\OC(=O)c1ccc(F)cc1	-14	-1.6	-9	0	1	-5	-3	.	0	-6
5	CCC(=NNc1ccc([N+](=O)[O-])cc1[N+](=O)[O-])c1ccccc1	.	-0.5	.	-5	-4	.	.	.	-1	2
6	CCOC(=O)C1(CC2CC2)CCN(C(=O)c2ocnc2C)CC1	-12	-0.2	4	-5	-3	-2	4	-1	5	-1
7	CC1(C)C(=O)Nc2ccccc2N1C(=O)COC(=O)c1cc(S(C)(=O)=O)ccc1Cl	.	-2.4	.	-4	-9	.	0	-19	-2	5
8	O=C(NCc1cn2ccsc2n1)Nc1ccc(Cl)cc1	7	-0.1	0	-2	-15	4	8	9	-4	-1
9	Cc1ccc(S(=O)(=O)N(CCC(=O)NCc2ccc(S(N)(=O)=O)cc2)c2ccccc2)cc1	.	1.4	.	-1	11	.	9	15	13	-8
10	COc1ccc([C@H]2CC(=O)C=C(c3cc(C=O)ccc3OC)C2)cc1	.	0.0	-4	-8	13	.	4	-3	-1	-4
11	O=S(=O)(c1cc(Cl)ccc1Cl)n1nnc2ccccc21	-21	-2.7	-1	1	-12	-1	0	-13	-4	-24
12	COC(=O)c1ccc(S(=O)(=O)N2CCCC2)o1	-8	0.1	4	1	11	2	9	-6	-4	0
13	CCN=C1SC(CC(=O)NCc2ccccc2)C(=O)N1CC (centres undefined)	11	0.2	4	0	15	4	5	-6	10	-2
14	COc1nc(-c2ccccc2)nc(-c2ccccc2)c1C	.	.	-2	.	-13	.	-21	-32	-6	.
15	Cc1c(NS(=O)(=O)c2ccc(C(=O)N(C)Cc3cccc(Cl)c3Cl)cc2)c(=O)n(-c2ccccc2)n1C	.	-0.5	.	-4	16	.	8	11	6	-8
16	CSCCC(NS(=O)(=O)c1ccccc1F)C(=O)NCC(c1ccc(F)cc1)N1CCOCC1 (centres undefined)	.	.	1	.	9	.	1	-12	7	.
17	CC(C)NC(=O)CSCc1c(F)cccc1Cl	5	-1.6	-1	-1	0	-2	8	-15	2	-3
18	CC1(C)CC(=O)C=C(c2ccc3c(c2)OCO3)C1	.	-0.1	-1	-6	5	.	-3	-14	-10	-1
19	CCOc1ccc(-c2[nH]ncc2Oc2cccc(OC)c2)c(O)c1	22	-0.5	-1	-8	0	7	12	-5	-2	-4
20	Cc1cc2c(nc1C)CCCN2C[C@@H](C)O/N=C1/[C@H]2CCn3c(=O)n(-c4ccccc4)c(=O)n3[C@H]2[C@H](O)[C@@H]2O[C@H]12	0	.	-10	.	.	-4	-13	.	.	.
21	CC(=O)NCC12CC3CC(C1)CC(C(=O)O)(C3)C2	-4	-0.8	3	-1	-11	4	0	-8	-2	3
22	Cc1ccc(Cl)cc1NC(=O)C1CCCN1S(=O)(=O)c1ccc(-c2ccc(=O)[nH]n2)s1 (centres undefined)	-36	2.6	-19	2	-9	6	-11	9	-10	1
23	CC1N(O)C2CCCCCC2N1O (centres undefined)	14	0.0	6	0	17	-3	6	-11	3	-3
24	Cn1c(=O)c2c(nc(NCc3ccco3)n2C/C=C/c2ccccc2)n(C)c1=O	28	-0.4	14	-2	17	.	5	0	21	-7
25	CCOC(=O)C1C(=O)CC(C)(O)C(C(=O)OCC)C1c1ccc(F)cc1 (centres undefined)	25	-3.0	1	-8	-14	6	2	-11	1	-21
26	CC(=O)N1CCc2c(sc(NC(=O)CCS(=O)(=O)c3ccc(C)cc3)c2C#N)C1	.	0.3	-3	-4	-7	.	4	0	4	2
27	c1ccc2c(c1)CCc1c(-c3ccncc3)n[nH]c1-2	.	-0.9	-12	2	4	.	3	0	0	-7
28	CCOC(=O)N1CCN(C(=O)CN(c2ccc(OC)cc2)S(C)(=O)=O)CC1	39	-0.2	1	-8	15	-3	-1	-2	-1	3
29	CSc1nnc([C@@H](NC(=O)OC(C)(C)C)C(C)C)o1	7	0.4	-4	-4	2	-2	0	0	9	3
30	OCCN(CC#CCC(O)(c1ccccc1)C1CCCC1)CCO (centres undefined)	13	?	5	-6	6	1	-8	-7	-5	?

A second format for 13 compounds above.
Below each SMILES – DUSP3 inh	BoNT-A LC inh2	Rv3671c protease	Anthrax LF prot	CCHF vOTU inh	SARS 3CLpro inh	MazF activator	PriA SSB inh	PrPC TRFRET	BoNT-F LC inh
1: COc1ccc(C(=O)CC(=O)C(=O)Nc2cc(OC)c(OC)c(OC)c2)cc1
    26	1.2	1	10	-8	3	12	4	-2	-6
2: CC1(C)Cc2c(sc3[nH]c(=S)[nH]c(=O)c23)CO1
    22	-2.6	0	4	13	1	-1	-18	-6	2
3: COc1cccc(/C=C2\SC(=S)N(CCC(=O)N3CCCCC3)C2=O)c1
    14	1.4	2	-1	-2	-6	-16	5	1	9
4: N/C(CS(=O)(=O)c1ccccc1)=N\OC(=O)c1ccc(F)cc1
    -14	-1.6	-9	0	1	-5	-3	.	0	-6
5: CCC(=NNc1ccc([N+](=O)[O-])cc1[N+](=O)[O-])c1ccccc1
    .	-0.5	.	-5	-4	.	.	.	-1	2
6: CCOC(=O)C1(CC2CC2)CCN(C(=O)c2ocnc2C)CC1
    -12	-0.2	4	-5	-3	-2	4	-1	5	-1
7: CC1(C)C(=O)Nc2ccccc2N1C(=O)COC(=O)c1cc(S(C)(=O)=O)ccc1Cl
    .	-2.4	.	-4	-9	.	0	-19	-2	5
8: O=C(NCc1cn2ccsc2n1)Nc1ccc(Cl)cc1
    7	-0.1	0	-2	-15	4	8	9	-4	-1
9: Cc1ccc(S(=O)(=O)N(CCC(=O)NCc2ccc(S(N)(=O)=O)cc2)c2ccccc2)cc1
    .	1.4	.	-1	11	.	9	15	13	-8
10: COc1ccc([C@H]2CC(=O)C=C(c3cc(C=O)ccc3OC)C2)cc1
    .	0.0	-4	-8	13	.	4	-3	-1	-4
11: O=S(=O)(c1cc(Cl)ccc1Cl)n1nnc2ccccc21
    -21	-2.7	-1	1	-12	-1	0	-13	-4	-24
12: COC(=O)c1ccc(S(=O)(=O)N2CCCC2)o1
    -8	0.1	4	1	11	2	9	-6	-4	0
13: CCN=C1SC(CC(=O)NCc2ccccc2)C(=O)N1CC (centres undefined)
    11	0.2	4	0	15	4	5	-6	10	-2

Next section
no.	SMILES	DUSP3 inh	BoNT-A LC inh2	Rv3671c protease	Anthrax LF prot	CCHF vOTU inh	SARS 3CLpro inh	MazF activator	PriA SSB inh	PrPC TRFRET	BoNT-F LC inh
31	Cn1c(CNC(=O)c2ccccc2F)nnc1SCC(=O)c1ccccc1	0	-1.8	5	-4	-1	4	4	-16	-1	-3
32	O=C(CSc1nc(O)cc(=O)[nH]1)N1CCOCC1	16	0.9	0	6	11	-5	0	-11	-5	7
33	O=C(Cn1ccc([N+](=O)[O-])n1)Nc1nccs1	-14	-0.6	-1	-4	13	-1	6	-1	9	3
34	COc1ccc(CCNC(=S)N2CCC(C(N)=O)CC2)cc1	11	-0.9	8	6	8	6	4	-4	-8	2
35	CCS(=O)c1ccccc1C(=O)OC(C)C(=O)Nc1ccc(S(=O)(=O)N2CCCC2)cc1 (centres undefined)	.	2.0	-10	-4	-7	.	0	3	4	11
36	CCCc1nn(C)c(C(=O)Nc2cccc3ccccc23)c1Cl	-2	0.6	-5	-3	-1	3	-9	5	0	-4
37	O=C(COc1ncnc2c(Cl)cc(Cl)cc12)NCCC1=CCCCC1	-4	-0.4	1	0	-10	4	-12	-3	6	-5
38	COc1c(Cl)cc(C(=O)O)cc1Cl	.	-0.1	0	-1	-3	.	1	-8	-4	4
39	O=C(CSc1nnc(-c2ccccc2)c(-c2ccccc2)n1)Nc1ccc(Br)cn1	4	0.0	-45	-2	-5	4	1	12	1	0
40	O=c1cc(C(F)(F)F)c2cc3c4c(c2o1)CCCN4CCC3	-12	15	27	16	1	-7	i	-82	-3	8
41	Cc1nc(SCC(=O)Nc2ccc3c(c2)OCO3)c(C#N)c2c1CCCC2	22	-0.1	0	-1	3	-3	9	-7	2	-2
42	Cc1c(Cl)cccc1NC(=S)/C(=C(\[O-])c1ccc(Cl)s1)[n+]1ccccc1	9	12	-1	6	7	-7	6	10	5	1
43	O=C(NC(=S)N1CCCCCC1)c1cccc([N+](=O)[O-])c1	.	2.7	4	0	-11	.	-1	1	-13	5
44	Cc1ccc([C@H]2N[C@]3(CCCN(Cc4ccc(F)cc4)C3=O)[C@H]3C(=O)N(Cc4ccccc4)C(=O)[C@@H]23)cc1	.	0.6	.	-8	2	.	6	.	0	0
45	O=C1C=C(c2ccc3c(c2)oc2ccccc23)C[C@@H](c2ccc3c(c2)OCO3)C1	.	-0.2	-4	-7	12	.	-20	-18	6	-2
46	Cn1c(SCC(=O)Nc2nccs2)nnc1-c1ccc(S(=O)(=O)N2CCCC2)cc1	16	3.6	-5	0	5	-2	-3	-11	-2	6
47	COC(=O)[C@]12CCCCC=C1N(Cc1ccccc1)C(=O)[C@H](CC(=O)N1CCOCC1)C2	.	-0.1	.	0	1	.	.	.	5	-4
48	CC(C)Oc1ccc(/C=N/NC(=O)c2nnn(-c3nonc3N)c2CN(C)c2ccccc2)cc1	9	0.3	-12	-4	13	14*	4	.	5	2
49	COc1ccc(NC2CCCN(C(=O)C3=NNC(=O)CC3)C2)cc1 (centres undefined)	.	0.3	.	-2	-2	.	3	.	3	3
50	O=C(NC(NC(=O)c1c(F)cccc1F)c1ccc([N+](=O)[O-])cc1)c1c(F)cccc1F	-5	1.3	-1	-1	-11	-3	-5	-6	-6	19
51	COCC(C)NC(=O)c1ccc2nc(-c3ccccc3)c(-c3ccccc3)nc2c1 (centres undefined)	-4	4.9	-4	17	-50	9	8	8&-9	-16	?
52	CCOC1(C)OCC(=O)[C@]2(CCC3C4CCC5=CC(=O)C=CC5(C)C4C(=O)CC32C)O1 (some centres undefined)	2	0.0	0	1	12	3	-4	1	-2	-2
53	CCC(C)N1C(=O)N(c2cccc(Cl)c2)C(C)(O)CC1(C)C (centres undefined)	.	-1.7	-9	10	8	-1	5	-9	14	8
54	N#Cc1ccc(C(=O)Nc2cccc3ccccc23)c(F)c1	22	-1.4	-6	-2	-3	-7	11	-9	-6	-18
55	Cc1ccc(-n2c(C)cc(/C=C3/C(=O)NC(=O)N(Cc4ccco4)C3=O)c2C)cc1	0	-0.4	-3	-4	-11	-1	-46	5	10	-9
56	Clc1ccc2c(c1)C1CC2CCN1Cc1ccccc1 (centres undefined)	.	-0.6	.	4	-3	.	8	-4	3	-7
57	O=C(NCc1ccc(F)cc1)C1CCC(CNS(=O)(=O)c2cccs2)CC1 (centres undefined)	17	1.7	3	-1	9	4	2	-1	-6	-1
58	CCN(C(=O)Cc1ccccc1OC)c1nnc(-c2ccncc2)s1	27	1.8	12	-6	9	4	4	2	9	2
59	CC1CCC2(CC1)NC(=O)N(CC(=O)NC1(C#N)CCCCC1)C2=O (centres undefined)	.	1.4	0	1	-6	.	1	-3	7	-8
60	CC(=O)N/N=C(\C)c1ccc2c(c1)OCCO2	-9	0.4	5	2	2	-2	0	.	10	-6

High-throughput results (PubChem)
